Source: PubChem BioAssay (Broad Institute)
BL2 CD40 inh – CD40 pathway inhibition in BL2 cells | BL2 NF-kB luciferase reporter, CD40L-induced, 4 h | actives 0.94% (n = 83,000) | inhibition, % at 10 µM;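 active = mean inhibition of at least 50% with a set share of replicates also reaching that level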;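 note: 0% = neutral control wells and 100% = IKK inhibitor VII at 50 µM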
Active calls of the source: *; [ ] = another dose, or the depositor's remark.

SMILES	BL2 CD40 inh
O=C(c1cn(-c2ccccc2)nc1-c1cccs1)N1CCN(c2ccccn2)CC1	-26.4
CO[C@H](CN(C)CC1CCOCC1)[C@@H](C)CN(C(=O)Nc1ccc(F)cc1)[C@@H](C)CO	-27.2[25 µM]
O=C(NC(=O)N1CCCC1)c1csnn1	7.5
OCC[n+]1ccc(/C=C/c2c[nH]c3ccccc23)cc1	4.6
CCCNC(=O)N(C)C[C@@H]1Oc2ncc(C#CC3CCCCC3)cc2C(=O)N([C@H](C)CO)C[C@H]1C	-7.2[25 µM]
COc1ccc(-c2noc(=O)n2CC(=O)N2CCC(Cc3ccccc3)CC2)cc1	11.2
C/C=C/c1ccccc1[C@@H]1[C@@H](C#N)N(C(=O)NC2CCCCC2)[C@H]1CO	19.6[25 µM]
Cc1cc(NC(=O)Cn2c(=O)n(Cc3ccccc3)c(=O)c3ccccc32)no1	0.6
Cc1cc(NC(=O)CCS(=O)(=O)c2ccc(F)cc2)no1	7.1
COc1ccc(N2C(=O)CS(=O)C(c3ccccc3)C2=O)cc1 (stereo not given)	-45.3
COCCCNC(=O)c1ccc2nc(Cc3ccc(OC)cc3)oc2c1	-103.3
Cc1cccc2cc(/C=N/NC(=O)[C@H]3C[C@@H]3c3ccccc3)c(Cl)nc12	9.8
O=C(Nc1ccc2c(c1)[C@H]1C[C@H](CC(=O)N3CCCCC3)O[C@H](CO)[C@H]1O2)NC1CCCC1	2.4
O=C(Cn1cnc2ccccc2c1=O)N1CCN(S(=O)(=O)c2ccc(F)cc2)CC1	5.1
Cc1ccc2cccc(S(=O)(=O)Nc3ccc4c(c3)OCO4)c2n1	9.0
COc1ccc(C#Cc2ccc3c(c2)[C@@H]2[C@@H](CCN2C(=O)CN2CCOCC2)[C@H](CO)N3C)cc1	-17.9[25 µM]
Cc1cc(NC(=O)COC(=O)c2cccc(S(=O)(=O)N3CCOCC3)c2)no1	0.2
CCN1CCN(C(=O)C2CCN(S(=O)(=O)N3CCC4(CC3)OCCO4)CC2)CC1	3.9
CCCNC(=S)Nc1c(C)n(C)n(-c2ccccc2)c1=O	0.0
Cc1ccc(S(=O)(=O)NCCC(=O)OCC(=O)N(C)c2ccccc2)cc1	10.4
O=C(COC(=O)CNC(=O)c1ccc(Cl)cc1Cl)NNC(=O)c1ccccc1F	-0.5
CC(=O)c1c(O)cc(O)cc1CC(=O)O	8.0
Cn1c(=O)n(CC(=O)NCc2cccnc2)c2ccccc21	21.7
O=C(CSc1nc2cc(S(=O)(=O)N3CCOCC3)ccc2o1)Nc1c(F)cccc1F	19.7
CCCCc1ccc(NC(=O)N[C@H](C(=O)O)C(C)C)cc1	-11.3
CC(C)(C)c1ccc(-c2nc(C#N)c(NCc3ccncc3)o2)cc1	-89.8
CCc1ccccc1NC(=O)CNC(=O)c1ccc(OCc2cn3ccccc3n2)cc1	2.3
Nc1cc(S(=O)(=O)C(F)(F)F)ccc1C(=O)O	6.5
Nc1cc(=O)[nH]c2ncnn12	2.4
CC(C)CN(C(=O)c1cccc(S(=O)(=O)N2CCN(Cc3ccccc3)CC2)c1)C1CCS(=O)(=O)C1 (stereo not given)	-6.5
O=C(Nc1ccc(S(=O)(=O)N2CCCCC2c2cccnc2)cc1)c1ccccc1F (stereo not given)	10.0
CC1CCN(C(=O)Cn2cnc3c(cnn3C(C)(C)C)c2=O)CC1	-88.5
Cc1ccc(S(=O)(=O)Nc2cccc3c2O[C@@H](CN(C)CC2CC2)[C@@H](C)CN([C@@H](C)CO)C3=O)cc1	0.0
Nc1nc(-c2ccc3c(c2)NC(=O)CO3)cs1	4.2
CCC(C)N(C(=O)CSc1ncnc2sccc12)C1CCS(=O)(=O)C1 (stereo not given)	30.9
Cc1cc(C)nc(NC(=O)CN2C(=O)c3ccccc3S2(=O)=O)n1	4.2
C/C=C/CSc1nc2c(c(=O)[nH]c(=O)n2C)n1C(C)C	-12.9
CC1CN(c2nc3ccccc3nc2NS(=O)(=O)c2ccccc2)CC(C)O1 (stereo not given)	0.4
CCOC(=O)C1(CCc2ccccc2)CCN(Cc2ccccn2)CC1	-12.6
COc1ccccc1C(=O)NCCC(=O)NNC(=O)Cn1ccc(C(F)(F)F)n1	-3.5
N#Cc1ccsc1NC(=O)CN1CCOCC1	5.5
Nc1nc(N)n(-c2ccccc2)c(=Nc2ccccc2)n1	1.6
O=C1c2ccccc2S(=O)(=O)N1CC1CC(c2ccccc2)=NO1 (stereo not given)	-109.8
COc1ccc2oc(=O)c(C(=O)N3CCN(c4ccccc4)CC3)cc2c1	-69.6
Cc1ccc(NC(=O)CN2C(=O)CSC2=O)cc1	-12.7
Cc1cccc[n+]1C1C(c2ccc([N+](=O)[O-])cc2)C(C#N)=C(C(=C=[N-])C#N)NC1(O)C1CC1 (stereo not given)	-2.8
COCC1CCCCN1Cc1cn[nH]c1-c1ccc2cc(OC)ccc2c1 (stereo not given)	-41.3
O=C(O)c1cccc(COCC(F)(F)C(F)F)c1	-2.7
CCOC(=O)C1=C(COC(=O)[C@H](C)NS(=O)(=O)c2ccccc2F)NC(=O)NC1C (stereo not given in full)	10.2
Cc1cc2ccccc2n1CCNC(=O)Cc1cccc2ccccc12	1.8
C[C@@H]1CN([C@H](C)CO)C(=O)c2c(c3ccccc3n2C)-c2ccccc2CO[C@@H]1CN(C)Cc1cccnc1	7.4[25 µM]
O=C(C[C@H]1C[C@@H]2c3cc(NC(=O)c4ccc5c(c4)OCO5)ccc3O[C@@H]2[C@@H](CO)O1)NCc1ccc(Oc2ccccc2)cc1	19.0[25 µM]
C[C@H]1CN([C@@H](C)CO)C(=O)c2c(c3ccccc3n2C)-c2ccccc2CO[C@H]1CN(C)C(=O)c1ccncc1	0.3
O=S(=O)(c1ccc(Cl)cc1)N1CCNCC1	2.5
CC(=O)Nc1c(O)nc(C)[nH]c1=O	6.1
CC(C)OCCCNC(=O)Cc1ccc(F)cc1	2.6
COc1cc(/C=N\NC(=O)c2ccc(C)nc2)ccc1OC(=O)c1ccc2c(c1)OCO2	-3.1
COc1cccc(-c2nnc(NC(=O)c3ccc(Cl)s3)o2)c1	-13.1
CCSc1nnc(CNC(=O)c2ccccc2F)n1-c1ccccc1OC	2.7
O=C(Nc1ccc(S(=O)(=O)C(F)F)cc1)c1ccc2c(=O)n3c(nc2c1)CCC3	4.3
Carrying on:
SMILES	BL2 CD40 inh
CC=Cc1ccc2n(c1=O)C[C@@H]1[C@@H](CO)[C@H](C(=O)NCC)N(Cc3cccc(F)c3)[C@H]21 (mixture of isomers)	-0.3[25 µM]
O=C(c1ccccc1)N1CCN(c2n[nH]c(=O)[nH]c2=O)CC1	9.6
Cc1cc(C(=O)OCC(=O)NCc2ccccc2)c2ccccc2n1	16.7
CCCNC(=O)N(C)C[C@@H]1Oc2cc(-c3ccccc3)ccc2S(=O)(=O)N([C@@H](C)CO)C[C@H]1C	-1.3[25 µM]
C[C@@H]1CCCCO[C@@H](CN(C)S(=O)(=O)c2ccc(F)cc2)[C@@H](C)CN([C@@H](C)CO)C(=O)c2cc(NS(=O)(=O)c3ccc(Cl)cc3)ccc2O1	6.7
Cc1ccc(NC(=O)CN(C)C(=O)Cc2coc3cc(C)c(C)cc23)cc1	15.2
COc1ccccc1C(=O)COC(=O)CNS(=O)(=O)c1ccc(C)c(C)c1	13.9
CCOC(=O)C1=C(C)C(c2ccc(OC)cc2)NC(=O)N1 (stereo not given)	-1.1
CCC(C)NC(=O)Nc1ccc(C)cc1C (stereo not given)	5.0
COc1ccc(NC(=O)CC(C)(C)C)c([N+](=O)[O-])c1	-5.1
C(=C\c1ccccc1)/CSc1nnc(-c2cccnc2)o1	4.6
COc1ccccc1C(=O)Nc1ccc2c(c1)C(=O)N(C)C[C@H](OC)[C@@H](C)CN(C(C)=O)[C@@H](C)CO2	8.0[25 µM]
CCc1nnc(NC(=O)CN2C(=O)c3ccccc3S2(=O)=O)s1	10.8
COC(=O)c1csc(C(=O)c2c[nH]c3ccccc23)n1	1.2[25 µM]
Cc1c(C(=O)N2CCCC(C)C2)sc2ncnc(N3CCCCC3C)c12 (stereo not given)	10.7
COc1ccccc1C(=O)NC(=O)COC(=O)C1CCC1	-8.3
Cc1nnc(-c2cnn(C)c2N)n1CCCN(C)C	10.7
Cc1ccc(-c2csc(NC(=O)c3c(C)noc3C)n2)cc1	4.6
O=C(NN1C(=O)/C(=C\c2cccnc2)SC1=S)c1ccco1	4.2
CNC[C@H]1Oc2cc(C#CC(C)C)ccc2S(=O)(=O)N([C@@H](C)CO)C[C@H]1C	-0.3[25 µM]
O=C(Nc1cccc(Cl)c1)N1C[C@H]2[C@@H](c3ccccc31)[C@@H](CO)N2Cc1cccnc1	8.3[25 µM]
O=C(Nc1nc2ccccc2s1)c1cc(-c2ccccc2)nn1-c1ccccc1	-24.1
Cc1ccsc1/C=N/NC(=O)c1cc(-c2ccncc2)nc2ccccc12	-6.0
COc1ccc(-c2cc(C(=O)O)nc3ccc4ccccc4c23)cc1OC	-39.2
CCN(CC(=O)Nc1ccc2c(c1)OCCO2)C(=O)CSCC(=O)Nc1ccc(C)cc1	-4.5
Cc1cc(=O)oc2cc(NC(=S)NCc3cccnc3)ccc12	-21.1
COc1ccccc1NS(=O)(=O)c1cc(C(=O)NCC(c2ccco2)N2CCCCC2)ccc1C (stereo not given)	-5.0
Cc1ccccc1NC(=O)c1ccc(OCC(=O)Nc2ccccc2F)cc1	3.0
CCOC(=O)C1CC(c2ccccc2)=NN1c1ccccc1 (stereo not given)	-3.5
CC(C)NC(=O)c1ccc(NC(=O)CC2SC(N3CCCC3)=NC2=O)cc1 (stereo not given)	5.3
O=C(CCC1CCCC1)N1CCC(N2CCN(c3ccccc3)CC2)CC1	8.3
CC(=O)N1[C@@H](CO)[C@@H](c2ccccc2)C12CN(S(=O)(=O)c1ccccc1)C2	-5.7[25 µM]
C[C@H]1CN(C)C(=O)Cc2cc(N)ccc2O[C@@H]1CN(C)S(C)(=O)=O	5.1
CCC1CCc2sc(C(=O)OCC(=O)N(CCOC)c3c(N)n(Cc4ccccc4)c(=O)[nH]c3=O)cc2C1 (stereo not given)	0.7
CC(C)NC(=O)NCC[C@H]1CC[C@@H](NS(=O)(=O)c2ccc(Oc3ccccc3)cc2)[C@@H](CO)O1	-3.1[25 µM]
CCN(CC)C(=O)c1ccc(N)cc1	12.1
CN(CC(=O)Nc1ccc(Cl)c(C(F)(F)F)c1)C(=O)c1cnccn1	6.8
Nc1c2c(nc3ccccc13)N(c1ccccc1)CC2	-22.1
O=C(Nc1nnc(C2CCCO2)s1)c1ccc(Br)cc1 (stereo not given)	-33.3
CC(=O)N1[C@@H](CO)[C@@H]2c3ccccc3N(C(=O)c3ccc(F)cc3)C[C@@H]21	-0.7[25 µM]
CC1(C(=O)Nc2cccc3cccnc23)CCN1C(=O)CC1CC1 (stereo not given)	-3.2
c1ccc(Nc2nc(N3CCOCC3)nc(N3CCOCC3)n2)cc1	-0.6
O=C(Oc1cccc(OC(=O)N2CCCCC2)c1)N1CCCCC1	3.5
COc1ccc(C(=O)OCC(=O)c2ccco2)cc1[N+](=O)[O-]	-2.2
CC(C)COCc1ccc(O)c2ncccc12	-67.2
Cc1occc1C(=O)N/N=C/c1cccs1	-77.9
Cc1cc(NC(=O)CSc2nnc(C3CC3)n2N)c([N+](=O)[O-])cc1C	13.0
COCC(=O)N(C)C[C@@H]1Oc2ncc(C#Cc3ccncc3)cc2C(=O)N([C@H](C)CO)C[C@@H]1C	-7.1
OC[C@@H]1[C@H](c2ccc(-c3ccccc3F)cc2)[C@H]2CN(Cc3cccnc3)CCCCN12	-16.6[25 µM]
O=C(Cn1cnc2c(oc3ccccc32)c1=O)c1ccccc1	-77.0
O=S(=O)(Nc1cccc(-c2cn3c(n2)SCC3)c1)c1cccs1	2.4
COc1ccc(S(=O)(=O)Nc2ccc3oc4ncccc4c(=O)c3c2)cc1OC	5.8
CC(C)CN(C(=O)c1cccc(S(=O)(=O)N2CCN(C)CC2)c1)C1CCS(=O)(=O)C1 (stereo not given)	6.6
CCOc1ccc(OCC)c2sc(C)nc12	3.1
CCCCn1c(N)c(N(CC(C)C)C(=O)c2ccc(N3C(=O)c4ccccc4C3=O)cc2)c(=O)[nH]c1=O	-4.7
CC(=O)NCC(=O)OC(C)C(=O)Nc1ccc(C(C)=O)cc1 (stereo not given)	-3.3
CN1CCCN(C(=O)C2CCCCC2)CC1	-5.5
O=C(CSc1nnnn1C1CCCC1)N1CCOCC1	-20.0
Cc1ccc(-c2ccc(S(=O)(=O)Nc3cccnc3)cc2)cc1	-8.7
Cc1cc(C)nc(Nc2n[nH]c(COc3ccc4ccccc4c3)n2)n1	18.5
(next part)
SMILES	BL2 CD40 inh
Cn1ccnc1C(O)(c1ccccc1)c1ccccc1	6.5
CC(C)c1csc(CN2CCCC(CCC(=O)NCc3ccccc3F)C2)n1 (stereo not given)	-1.8
COc1ccc2c3c([nH]c2c1)[C@H](CO)N(C)CC31CCN(C(=O)c2ccccn2)CC1	3.2[25 µM]
CCCCOC(=O)Nc1cccc(C(=O)OCC)c1	-35.4
Cc1nn(Cc2ccccc2)c(=O)n1N(C)c1ncc(C(F)(F)F)cc1Cl	2.2
Cc1cc(C)nc(Nc2ncc(O)n2-c2ccccc2)n1	5.7

The list is partial; rates above refer to the full screens.
